Compound activity (PubChem)
L3MBTL1 inh = inhibitors of human L3MBTL1 | Q9Y468 | AlphaScreen L3MBTL1–H3K9me1 peptide binding | Potency, µM (top dose mostly 57.1 µM), inactives show at the highest dose activity, negative = inhibition, actives largely listed as inhibitors | 230,000 tested, 0.66% active; further: nearly all actives have a fitted effect of over 60% in size
Target sequence (Q9Y468 whole entry, looked up): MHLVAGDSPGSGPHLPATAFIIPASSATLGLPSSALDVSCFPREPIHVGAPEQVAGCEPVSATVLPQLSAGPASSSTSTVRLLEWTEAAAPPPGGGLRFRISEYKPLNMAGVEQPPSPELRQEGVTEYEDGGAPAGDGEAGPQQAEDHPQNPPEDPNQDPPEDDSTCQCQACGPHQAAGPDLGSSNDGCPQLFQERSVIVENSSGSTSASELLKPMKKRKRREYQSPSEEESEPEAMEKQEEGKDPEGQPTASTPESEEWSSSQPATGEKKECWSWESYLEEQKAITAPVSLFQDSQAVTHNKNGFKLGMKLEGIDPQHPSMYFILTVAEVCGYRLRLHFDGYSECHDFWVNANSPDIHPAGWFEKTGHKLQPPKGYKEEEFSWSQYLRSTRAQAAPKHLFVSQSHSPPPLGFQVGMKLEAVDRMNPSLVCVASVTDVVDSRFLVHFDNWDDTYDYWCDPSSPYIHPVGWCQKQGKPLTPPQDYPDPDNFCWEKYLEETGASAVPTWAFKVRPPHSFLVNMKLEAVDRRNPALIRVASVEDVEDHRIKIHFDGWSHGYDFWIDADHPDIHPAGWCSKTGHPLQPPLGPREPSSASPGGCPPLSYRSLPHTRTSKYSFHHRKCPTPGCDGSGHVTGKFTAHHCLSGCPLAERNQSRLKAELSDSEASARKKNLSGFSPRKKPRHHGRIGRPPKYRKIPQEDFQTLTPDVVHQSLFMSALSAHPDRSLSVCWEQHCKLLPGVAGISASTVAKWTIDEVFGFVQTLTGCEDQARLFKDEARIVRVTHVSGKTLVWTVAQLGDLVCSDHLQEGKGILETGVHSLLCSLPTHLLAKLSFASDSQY
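Read-out is AlphaScreen signal from streptavidin donor and nickel chelate acceptor beads (10 ug/mL final each) bridging L3MBTL1 (50 nM) and biotinylated K9-monomethylated H3(1-15) peptide (75 nM), after 30 min compound exposure at room temperature.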
Tau fluor counter = counter-screen for tau fibril formation inhibitors; tau K18 P301L Alexa594 fluorescence, heparin fibrillization; Potency, µM (doses to about 57.7 µM), for inactives: at the top dose activity change, negative = decrease; 280,000 tested, 0.93% active; further: nearly all actives have a fitted effect of over 55% in size
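Human K18 P301L tau (15 uM unlabeled plus 0.24 uM Alexa 594-labeled, final) in 100 mM sodium acetate pH 7 was mixed with compound and 20 uM heparin and incubated 6 hr at 37 C.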
Tau fibril ThT = tau fibrillization inhibition (ThT binding) | AID 1460 | 270,000 tested, 2.1% active | Potency, µM (titrated, usually from 57.4 µM), without a hit: at the top dose activity, negative = inhibition, most hits filed as inhibitors | recombinant tau K18 P301L (four-repeat tau fragment), heparin-induced fibrillization, ThT fluorescence | P10636; further: nearly all actives have a fitted effect of over 55% in size
Target sequence (P10636 561-689 P618L limits assumed): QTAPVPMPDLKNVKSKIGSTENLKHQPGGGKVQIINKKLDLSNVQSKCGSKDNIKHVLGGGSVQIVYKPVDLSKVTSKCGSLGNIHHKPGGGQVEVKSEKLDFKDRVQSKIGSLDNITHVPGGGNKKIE
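Recombinant human tau K18 fragment […] carrying P301L, 15 uM unlabeled plus 0.24 uM Alexa 594-labeled, was fibrillized with 20 uM heparin in 100 mM sodium acetate pH 7 for 6 hr at 37 C; 30 uM ThT fluorescence read after 1 hr.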
ALDH1A1 block = ALDH1A1 (human) enzyme inhibition; P00352; Purified ALDH1A1, NADH fluorescence, propionaldehyde substrate; Potency, µM (doses to about 75.3 µM), for the others: at the highest dose activity, negative = inhibition, hits mostly inhibitors; 220,000 tested, 7.3% active; active means well fitted inhibition curve with a large enough effect, not every such curve was filed as active; inconclusive means small, poorly fitted or top-dose-only effect, or another doubt; inactive means no such curve, though single readings can be large or run the other way;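 further: plate controls were no enzyme wells and a reference inhibitor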
TRb SRC2 PPI = inhibitors of human thyroid hormone receptor beta-SRC2 interaction; 280,000 tested, 0.065% active; TRbeta-SRC2 peptide binding, fluorescence polarization; receptor liganded with 1 µM T3; P10828; Potency, µM (top dose mostly 106 µM), without a hit: at the top dose activity change, negative = inhibition, most hits filed as inhibitors; AID 1469;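 further: plate controls were bound peptide for no effect and peptide without receptor for full effect; nearly all actives have a fitted effect of over 50% in size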
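Quantitative HTS by FP: 0.6 uM TRb LBD, 20 nM labeled SRC2 20-mer, 1 uM T3, 5% DMSO; 5 hr ambient incubation; % activity per concentration and potencies from concentration series.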
aGal spleen mod = alpha-galactosidase A (human) modulation; 240,000 tested, 0.008% active; P06280; human spleen homogenate, 4MU-alpha-Gal fluorescence, 40 min; AID 2107; Potency, µM (top dose mostly 80 µM), inactives show at the highest dose activity change, negative = inhibition, most hits filed as inhibitors;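 further: 0% = enzyme with vehicle and -100% = no enzyme basal signal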
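Human spleen homogenate (1 ug) as enzyme source, 4-methylumbelliferyl-alpha-D-galactopyranoside 1 mM final, citrate/phosphate pH 5.0 with 0.01% Tween-20. Compounds 40 min at 37C, NaOH/glycine stop; fluorescence Ex 365/Em 440, Hill-fit AC50.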
TR SRC2 fluor cs = Texas Red fluorescence interference in TRb-SRC2 counter-screen | TRb/SRC2 Texas Red total fluorescence interference | 280,000 tested, 0.29% active | AID 1479 | Potency, µM (doses to about 106 µM), for inactives: at the top dose fluorescence change, negative = quenching; active means well fitted curve in either direction with a large enough effect; inconclusive means small, poorly fitted or top-dose-only effect
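Human TRb ligand-binding domain at 0.6 uM with 20 nM Texas Red SRC2 peptide in Tris buffer containing 1 uM T3 and 5% DMSO, incubated with compound 5 h at ambient temperature. Total fluorescence (555/632 nm) calculated as parallel + 2 × perpendicular.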
Tau FP inhib = blocks human tau fibril formation measured by polarization; P10636; K18 P301L tau heparin fibrillization, Alexa594 FP, 6 h; Potency, µM (highest dose often 57.7 µM), for inactives: top-dose activity, negative = inhibition, actives largely listed as inhibitors; 280,000 tested, 0.39% active; AID 1468; further: nearly all actives have a fitted effect of over 55% in size
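K18 P301L tau (15 uM unlabeled/0.24 uM Alexa 594-labeled, final) + compound + heparin 20 uM final; 100 mM NaOAc pH 7; 6 hr 37 C; ThT 30 uM final added, 1 hr RT; FP ex 555/em 632 nm.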
* marks the source's active call; other numbers are inactive results; [ ] = remark or other dose. Unless noted, the call rests on the fitted dose curve; in most records, active means well fitted curve in the direction sought with a large enough effect; inconclusive means small, poorly fitted or top-dose-only effect, or another doubt; inactive means no such curve, though single readings can be large; an effect the other way counts as inactive or inconclusive. Unless noted, on the % scale 0 is the no-effect control and ±100 the full control effect; potency means the concentration at half of the fitted maximal effect.

How did COc1ccc(-c2nnc(SCC(=O)c3ccc(C)o3)o2)cc1 do in these assays?
L3MBTL1 inh: -13%; Tau fluor counter: -12%; Tau fibril ThT: inconclusive; ALDH1A1 block: -3%; TRb SRC2 PPI: -8%; aGal spleen mod: 10%; TR SRC2 fluor cs: 2%; Tau FP inhib: -4%

What do the screens show for `Cc1ccc(OCCSc2nc3ccccc3n2CC(=O)N2CCOCC2)cc1`?
Tau fluor counter: -13%; Tau fibril ThT: inconclusive; TRb SRC2 PPI: -5%; TR SRC2 fluor cs: -2%; Tau FP inhib: -5%

What do the screens show for `CCOC(=O)c1c(NC(=O)CSc2ccccc2C(=O)O)sc(C)c1C`?
L3MBTL1 inh: -21%; Tau fluor counter: 7%; Tau fibril ThT: 11%; ALDH1A1 block: 2%; TRb SRC2 PPI: -1%[53 µM]; aGal spleen mod: 3%; TR SRC2 fluor cs: 0%[53 µM]; Tau FP inhib: -5%

What do the screens show for `Cc1ccc(C)c(Cn2c3ccccc3c3cnn(CC(=O)NCc4ccccc4)c(=O)c32)c1`?
Tau fluor counter: 11%; Tau fibril ThT: inconclusive; TRb SRC2 PPI: -6%; TR SRC2 fluor cs: -2%; Tau FP inhib: -16%

Results for CCN(c1cc(C)cc(C)c1)S(=O)(=O)c1nnc(NC(=O)c2ccco2)s1 ?
Tau fluor counter: -11%; Tau fibril ThT: inconclusive; TRb SRC2 PPI: -3%; TR SRC2 fluor cs: -5%; Tau FP inhib: 7%

How did Cc1ccc(-n2c(SCC(=O)Nc3ccc4c5c(cccc35)CC4)nc(O)cc2=O)cc1 do in these assays?
L3MBTL1 inh: -3%; Tau fluor counter: -2%; Tau fibril ThT: -20%; ALDH1A1 block: inconclusive; TRb SRC2 PPI: 10%; aGal spleen mod: -3%; TR SRC2 fluor cs: -9%; Tau FP inhib: -2%

What do the screens show for `CCOC(=O)c1cc(NC(=O)c2cccs2)ccc1N1CCOCC1`?
L3MBTL1 inh: 5%; Tau fluor counter: -19%; Tau fibril ThT: -17%; ALDH1A1 block: 4%; TRb SRC2 PPI: 2%; aGal spleen mod: -5%; TR SRC2 fluor cs: -2%; Tau FP inhib: 8%

Results for Cc1cc(Br)ccc1SCC(=O)OCC(=O)NC1CC1 ?
L3MBTL1 inh: 16%; Tau fluor counter: -6%; Tau fibril ThT: -6%; ALDH1A1 block: 9%; TRb SRC2 PPI: 4%; aGal spleen mod: -2%; TR SRC2 fluor cs: 0%; Tau FP inhib: 0%

Results for O=C(/C=C/c1ccc(Cl)c(Cl)c1)N1CCc2ccccc21 ?
L3MBTL1 inh: 4%; Tau fluor counter: 0%; Tau fibril ThT: inconclusive; ALDH1A1 block: 2%; TRb SRC2 PPI: -1%; aGal spleen mod: -1%; TR SRC2 fluor cs: 0%; Tau FP inhib: 10%

Results for COC(=O)c1ccc2c(c1)N(CC(=O)Nc1ccc(C)cc1Cl)C(=O)c1ccccc1S2 ?
Tau fluor counter: -1%; Tau fibril ThT: -1%; TRb SRC2 PPI: 4%; TR SRC2 fluor cs: -1%; Tau FP inhib: -6%

Results for COC(=O)c1ccc(C2Nc3c(C)cccc3-c3cc(C)nn32)cc1 (stereo unspecified) ?
Tau fluor counter: inconclusive; Tau fibril ThT: -11%; TRb SRC2 PPI: 2%; TR SRC2 fluor cs: 3%; Tau FP inhib: inconclusive

Results for Cc1ccc(Nc2ccc(N3CCN(C(=O)c4ccc([N+](=O)[O-])cc4)CC3)nn2)cc1 ?
Tau fluor counter: inconclusive; Tau fibril ThT: inconclusive; TRb SRC2 PPI: -3%; TR SRC2 fluor cs: -2%; Tau FP inhib: 6%

A draw from above in order of length of the SMILES, low to high.
What do the screens show for `Cc1ccc(OCCSc2nc3ccccc3n2CC(=O)N2CCOCC2)cc1`?
Tau fluor counter: -13%; Tau fibril ThT: inconclusive; TRb SRC2 PPI: -5%; TR SRC2 fluor cs: -2%; Tau FP inhib: -5%

Results for CCN(c1cc(C)cc(C)c1)S(=O)(=O)c1nnc(NC(=O)c2ccco2)s1 ?
Tau fluor counter: -11%; Tau fibril ThT: inconclusive; TRb SRC2 PPI: -3%; TR SRC2 fluor cs: -5%; Tau FP inhib: 7%

How did Cc1ccc(-n2c(SCC(=O)Nc3ccc4c5c(cccc35)CC4)nc(O)cc2=O)cc1 do in these assays?
L3MBTL1 inh: -3%; Tau fluor counter: -2%; Tau fibril ThT: -20%; ALDH1A1 block: inconclusive; TRb SRC2 PPI: 10%; aGal spleen mod: -3%; TR SRC2 fluor cs: -9%; Tau FP inhib: -2%

Further compounds follow:
What do the screens show for `O=C(N/N=C/c1ccccn1)c1cc(-c2ccncc2)nc2ccccc12`?
L3MBTL1 inh: -8%; Tau fluor counter: -12%; Tau fibril ThT: -16%; ALDH1A1 block: 4%; TRb SRC2 PPI: -4%; aGal spleen mod: -7%; TR SRC2 fluor cs: -3%; Tau FP inhib: -2%

Results for Cc1cc(C)cc(NC(=O)Cn2cc3c(n2)CCCCC3)c1 ?
Tau fluor counter: -7%; Tau fibril ThT: -4%; ALDH1A1 block: -8%; TRb SRC2 PPI: 4%; aGal spleen mod: -8%; TR SRC2 fluor cs: 2%; Tau FP inhib: 2%

What do the screens show for `Cc1nn2cc(-c3cccc(Cl)c3)cnc2c1Cl`?
L3MBTL1 inh: 16%; Tau fluor counter: -12%; Tau fibril ThT: inconclusive; ALDH1A1 block: 11%; TRb SRC2 PPI: -8%; aGal spleen mod: -1%; TR SRC2 fluor cs: -4%; Tau FP inhib: -15%

Results for COc1cccc(CN2CCN(C3CCOCC3)CC2CCO)c1 (stereo unspecified) ?
L3MBTL1 inh: 5%; Tau fluor counter: -17%; Tau fibril ThT: -15%; TRb SRC2 PPI: 1%; aGal spleen mod: -4%; TR SRC2 fluor cs: -1%; Tau FP inhib: -1%

Results for COc1ccc2nc(N3C(=O)CC(Cc4ccc(C)cc4)C3=O)sc2c1 (stereo unspecified) ?
L3MBTL1 inh: inconclusive; Tau fluor counter: -18%; Tau fibril ThT: inconclusive; ALDH1A1 block: inconclusive; TRb SRC2 PPI: -4%; aGal spleen mod: -10%; TR SRC2 fluor cs: 1%; Tau FP inhib: -4%

What do the screens show for `NC(=O)c1cc[n+](CC2=C(C(=O)O)N3C(=O)[C@@H](NC(=O)C(c4ccccc4)S(=O)(=O)[O-])[C@H]3SC2)cc1` (stereo partly specified)?
L3MBTL1 inh: -14%; Tau fluor counter: -8%; Tau fibril ThT: -10%; ALDH1A1 block: 7%; TRb SRC2 PPI: -2%; aGal spleen mod: -14%; TR SRC2 fluor cs: -6%; Tau FP inhib: 1%

Results for CCCCNC(=O)CCn1c(=O)c2ccccc2n(Cc2ccc(F)cc2)c1=O ?
L3MBTL1 inh: 15%; Tau fluor counter: -5%; Tau fibril ThT: -4%; ALDH1A1 block: 17%; TRb SRC2 PPI: 2%; aGal spleen mod: 5%; TR SRC2 fluor cs: 1%; Tau FP inhib: -7%

Results for Cc1ccc(CNC(=O)CCCn2c(=O)[nH]c3ccccc3c2=O)cc1 ?
L3MBTL1 inh: -6%; Tau fluor counter: -10%; Tau fibril ThT: -8%; ALDH1A1 block: 6%; TRb SRC2 PPI: -14%; aGal spleen mod: 7%; TR SRC2 fluor cs: -2%; Tau FP inhib: -3%

Results for O=C(NCc1cccc(Cl)c1)c1ccc(-c2csnn2)cc1 ?
L3MBTL1 inh: 6%; Tau fluor counter: -8%; Tau fibril ThT: -5%; ALDH1A1 block: 5%; TRb SRC2 PPI: -3%; aGal spleen mod: 3%; TR SRC2 fluor cs: -3%; Tau FP inhib: 0%

Results for CCOC(=O)CNC(=O)CSc1nc2nc(C)c(Br)cc2[nH]1 ?
L3MBTL1 inh: -3%; Tau fluor counter: 2%; Tau fibril ThT: -4%; ALDH1A1 block: 1%; TRb SRC2 PPI: 2%; aGal spleen mod: -4%; TR SRC2 fluor cs: -3%; Tau FP inhib: 4%

Results for O=C(Cn1c(=O)n(CCCS(=O)(=O)C2CCCCC2)c(=O)c2ccccc21)Nc1ccc(F)c(Cl)c1 ?
Tau fluor counter: -19%; Tau fibril ThT: -1%; TRb SRC2 PPI: -2%; TR SRC2 fluor cs: 1%; Tau FP inhib: inconclusive

What do the screens show for `N[C@@](C(=O)O)(c1ccc(P(=O)(O)O)cc1)C1CC1`?
Tau fluor counter: 1%; Tau fibril ThT: 3%; ALDH1A1 block: 0%; TRb SRC2 PPI: 0%; aGal spleen mod: -3%; TR SRC2 fluor cs: -1%; Tau FP inhib: 3%

What do the screens show for `O=C(CSc1nnc(-c2ccncc2)n1Cc1ccccc1)NC1CCCc2ccccc21` (stereo unspecified)?
L3MBTL1 inh: -9%; Tau fluor counter: -7%; Tau fibril ThT: -14%; ALDH1A1 block: -10%; TRb SRC2 PPI: -1%; aGal spleen mod: 10%; TR SRC2 fluor cs: 6%; Tau FP inhib: 7%

How did CCOC(=O)N1CCN(C(=O)c2cn(CCOC)c(=O)c3c2c2ccccc2n3C)CC1 do in these assays?
L3MBTL1 inh: 0%; Tau fluor counter: -5%; Tau fibril ThT: -7%; ALDH1A1 block: inconclusive; TRb SRC2 PPI: 4%; aGal spleen mod: inconclusive; TR SRC2 fluor cs: -4%; Tau FP inhib: 6%

Results for Cc1c(OC(=O)c2ccc([N+](=O)[O-])cc2)c2c(c[n+]1C)COC(C)(C)OC2 ?
L3MBTL1 inh: 7%; Tau fluor counter: 2%; Tau fibril ThT: -6%; ALDH1A1 block: inconclusive; TRb SRC2 PPI: -11%; aGal spleen mod: -4%; TR SRC2 fluor cs: -1%; Tau FP inhib: -2%
